Screening results as filed in PubChem BioAssay.
TCR CD3 inh: human TCR-CD3 binding inhibition | inhibition, % at 9.4 µM | AID 651800 | TAMRA-labeled TCR probe fluorescence, biochemical | 0.37% of 360,000 active; in the data active = inhibition above about 19%;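 also: recombinant mutant TCR 2C K166C tagged with TAMRA read by polarization; 0% = receptor in buffer alone and 100% = receptor with positive control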
mABHD4 FP: inhibitors of mouse ABHD4; Q8VD66; purified mABHD4, FP-Rh probe fluorescence polarization; inhibition, % at 8.92 µM; 0.54% of 370,000 active;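 active = inhibition exceeding the mean over every tested compound plus 3 SD, cut at about 30% in these data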;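 also: 0% = plate median of compound wells and 100% = S159A mutant with DMSO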
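system = mouse ABHD4 enzyme, wild type | medium = HEPES pH 7.0, NaCl, Pluronic buffer | also added = FP-Rh probe | incubation = Enzyme–compound pre-incubation 45 min, then probe 60 min, both 25 °C | technique = fluorescence polarization, excitation 525 nm, emission 598 nm, BODIPY TMR filters | controls = S159A mutant high control, sample median low control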
PG9 binder: binds the HIV-1 gp120 antibody PG9 | TR-FRET gp120-PG9 antibody binding | inhibition, % at 6.7 µM | 0.43% of 360,000 active | AID 624416; in the data active = inhibition above about 8.5%
PRMT1 FP inh: PRMT1 (human) inhibition, primary screen | inhibition, % at 2.79 µM | 1.3% of 370,000 active | AID 652257 | recombinant PRMT1, activity-based probe fluorescence polarization | Q99873;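 active = inhibition above about 21% made by adding two undisclosed values, limit read from the data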
Target sequence (Q99873 whole entry, looked up): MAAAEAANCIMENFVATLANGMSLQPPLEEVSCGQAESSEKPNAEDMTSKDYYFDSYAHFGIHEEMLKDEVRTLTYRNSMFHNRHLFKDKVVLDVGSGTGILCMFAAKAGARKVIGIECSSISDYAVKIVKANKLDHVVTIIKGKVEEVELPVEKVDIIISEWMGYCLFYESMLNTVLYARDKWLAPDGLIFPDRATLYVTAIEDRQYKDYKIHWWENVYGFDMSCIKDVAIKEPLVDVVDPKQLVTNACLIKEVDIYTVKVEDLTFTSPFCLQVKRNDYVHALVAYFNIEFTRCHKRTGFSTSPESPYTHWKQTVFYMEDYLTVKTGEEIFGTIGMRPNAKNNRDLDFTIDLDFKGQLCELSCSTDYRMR
TDP2 inh: TDP2 (human) inhibition, absorbance primary screen; 0.34% of 370,000 active; inhibition, % at 12.8 µM; recombinant TDP2, T5PNP hydrolysis, p-nitrophenol absorbance 415 nm;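 active = inhibition above the mean of all tested compounds plus 3 SD, set per campaign, cut at about 25% in these data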;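 also: 0% = DMSO with enzyme and 100% = buffer with substrate but no TDP2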
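Assay system: Recombinant human TDP2 | Quantity: 120 nM TDP2 per well | Incubation: 2 h at 37 °C | Signal: Epi absorbance | Evaluation: Percent inhibition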
NR1D1 modulator: Rev-erb alpha (human) modulation; AID 1259318; 0.79% of 370,000 active; activity, % at 10 µM; Rev-erbα–FITC-DNA binding, fluorescence polarization, 90 min; P20393;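 active = activity above about 14%, limit read from the data; passing the limit was not always enough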;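 also: 0% = DMSO wells with 35 nM protein and 100% = DMSO wells with 750 nM protein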
LEDGF integ inh: blocks HIV-1 LEDGF/p75-dependent DNA integration; inhibition, % at 3.7 µM; TR-FRET IN-LEDGF/p75 DNA integration, Eu/Cy5; 0.64% of 370,000 active;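 active = inhibition above the screen-wide mean plus 3 SD, cut at about 13% in these data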;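 also: signal is the Cy5 over europium emission ratio at 671 and 618 nm; 0% = plate median of compound wells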
SIAE inh: blocks human sialic acid acetylesterase; 0.69% of 370,000 active; inhibition, % at 9.66 µM; Q9HAT2; SIAE FP-Rh probe binding, fluorescence polarization;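 active = inhibition above a cutoff: mean of compounds within the control limits plus 3 SD of those, cut at about 17% in these data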;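 also: 0% = plate median of compound wells and 100% = probe without SIAE protein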
rCAG binder: binds r(CAG) RNA repeats; r(CAG) RNA repeat, TO-PRO-1 dye displacement fluorescence; inhibition, % at 3 µM; 1.3% of 370,000 active;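 active = inhibition above the plate cutoff, the mean of all test compounds on that plate plus 3 SD, cut at about 35% in these data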;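 also: 0% = DMSO alone and 100% = 100 µM mitoxantrone as full dye displacement; higher means more dye released from RNA so lower well fluorescence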
HTRA1 inh: blocks human HTRA1 serine peptidase; 0.5% of 340,000 active; recombinant HTRA1, FP-rhodamine activity-based probe, fluorescence polarization; Q92743; inhibition, % at 5.96 µM; in the data active = inhibition above about 36%;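 also: 0% = enzyme with DMSO and 100% = wells lacking enzyme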
Target sequence (Q92743 whole entry, looked up): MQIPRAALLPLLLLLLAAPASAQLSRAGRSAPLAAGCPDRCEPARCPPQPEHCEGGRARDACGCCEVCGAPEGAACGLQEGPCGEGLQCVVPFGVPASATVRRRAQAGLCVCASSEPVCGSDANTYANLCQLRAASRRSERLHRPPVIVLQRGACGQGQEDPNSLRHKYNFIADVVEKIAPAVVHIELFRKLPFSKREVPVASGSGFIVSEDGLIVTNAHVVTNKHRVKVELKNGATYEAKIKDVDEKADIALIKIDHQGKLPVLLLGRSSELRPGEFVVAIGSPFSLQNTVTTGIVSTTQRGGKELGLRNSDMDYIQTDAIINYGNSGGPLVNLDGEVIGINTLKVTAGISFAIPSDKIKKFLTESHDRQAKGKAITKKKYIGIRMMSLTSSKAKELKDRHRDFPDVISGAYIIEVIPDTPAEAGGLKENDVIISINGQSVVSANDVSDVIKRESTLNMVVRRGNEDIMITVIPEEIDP
* hit, by the source's call; . = no result given; & = joins results of further samples. The list is partial; count on the stated rates, not on these rows.

Order of results: TCR CD3 inh, mABHD4 FP, PG9 binder, PRMT1 FP inh, TDP2 inh, NR1D1 modulator, LEDGF integ inh, SIAE inh, rCAG binder, HTRA1 inh
1: COc1ccccc1C(=O)Nc1cccc(S(=O)(=O)N2CCCC2)c1
→ 0, -6, -2.5, -4, 3, 6, 4, -4, -2, 2
2: Cc1cc(C)cc(CC(=O)N2CCC2(C)C(=O)NS(=O)(=O)c2ccc(C(C)(C)C)cc2)c1 (configuration not stated)
→ -7, 14, 0.1, 4, -3, -1, 5, 2, 58*, .
3: O=C(NC1CCCC1)C(c1ccccc1)N(C(=O)c1ccno1)c1cccnc1 (configuration not stated)
→ -8, 3, -1.6, 0, -4, 0, 4, 3, 1, 3
4: C[C@H]1CN([C@@H](C)CO)C(=O)c2cc(Br)cnc2O[C@@H]1CN(C)C(=O)C1CCC1
→ -10, -2, 1.1, 4, -6, 8, -5, -4, 1, 0
5: Cc1ccc(C)c(NC(=O)CCNS(=O)(=O)c2ccc3[nH]c(=O)oc3c2)c1
→ 12, 7&-3, -1.5, 1&-5, 13&-10, -3&-6, 4&3, 3&-8, 8&3, 3
6: O=C(CSCc1ccccc1)N1CCN(C(=O)c2ccco2)CC1
→ 6, 2, -2.1, 3, 4, -8, 4, -7, 1, -3
7: O=C1c2cccc([N+](=O)[O-])c2C(=O)N1c1cccnc1
→ 0, 2, -2.8, 0, 11, 4, -1, 10, -1, -2
8: COc1ccccc1N1CCN(C2CCCC(C)C2)CC1 (configuration not stated)
→ -3, -1, 0.6, 0, 3, -7, -1, 6, -1, 5
9: CCOC(=O)c1sc(NC(=O)c2ccccc2)cc1C
→ 2, -18, -1.5, 0, -10, 2, 2, -10, 12, -29
10: CC1CN(S(=O)(=O)c2ccc(F)cc2)C(C)N1C(=O)N1CCOCC1 (configuration not stated)
→ -5, 1, 0.5, 2, 9, -1, 1, 7, -1, 0
11: Cc1ccc2ncnc(NCCC(=O)O)c2c1
→ 4, 7, -0.3, 0, -4, -1, 3, 1, -1, -2
12: Cc1cc(C)cc(OCC(=O)OCc2cc([N+](=O)[O-])cc3c2OCOC3)c1
→ -6, -5, -0.2, 8, -6, -4, -1, -5, 8, -5
13: CCCCSC1(SCCCC)N=C(N)C2(C#N)C(c3ccccc3)NC(C)=CC12C#N (configuration not stated)
→ 6, -2, -1.4, 2, 8, 3, -1, -2, -1, 4
14: CCc1ccc2cc(C)cnc2n1
→ 5, -1, 1.5, -3, -7, -4, 3, -5, 2, .
15: Cn1c(=O)c2[nH]c(CCCCCc3nc4ccccc4[nH]3)nc2n(C)c1=O
→ 4, 3, -0.2, 2, 3, -3, -3, 2, 0, .
16: CCCCC(C(=O)NC1CCCC1)N(C(=O)c1snc(C(N)=O)c1N)c1ccc(OCC)cc1 (configuration not stated)
→ 8, 2, -1.1, -8, 6, 1, 2, 2, -1, 4
17: CCC(C)NS(=O)(=O)c1cc2c3c(c1)CCC(=O)N3CCC2 (configuration not stated)
→ 10, 6, 1.2, -1, -9, 1, -3, 1, 2, 0
18: COc1ccc(OC)c(NC(=O)Nc2nc(CN)cs2)c1
→ -1, 12, -0.6, -2, 0, 5, -2, 11, 10, .
19: COc1cc(OC)cc(C(=O)N/N=C(\C)CC(=O)Nc2ccccn2)c1
→ 5, -2, -1.8, 7, 18, -1, 1, 0, -1, -7
20: O=C(O)COc1ccccc1/C=N/NC(=O)c1cc(-c2ccc(Cl)cc2)nc2ccccc12
→ 8, -26, -2.0, -3, -6, 12, 3, -11, 79*, -30
21: Cn1c(SCC(=O)NC(=O)Cc2ccccc2)nnc1-c1ccc(F)cc1
→ 0, -1, -1.7, -2, 6, 1, -1, 0, 2, -2
22: COc1cc(NC2=CC(=O)CC(C)(C)C2)cc(OC)c1OC
→ 3, -13, 0.6, 6, 1, 2, 0, -5, -2, 2
23: N#Cc1c2c(c(NCCOCCO)n3c1nc1ccccc13)CCCC2
→ -5, -2, -2.4, 9, -11, 1, -8, -3, -1, 5
24: COC(=O)c1ccccc1N=Nc1c(N)[nH][nH]c1=O
→ 4, 10, -25, 0, -22, 4, 0, -2, 3, 11
25: NC(=O)Cn1c(S(=O)(=O)Cc2ccccc2)nc2ccccc21
→ 4, 2, 1.1, 0, -5, 1, -1, 2, 1, -4
26: COC(=O)c1cc(C(=O)OCC(=O)NCc2cccs2)cc([N+](=O)[O-])c1
→ -7, -10, 0.2, -3, 0, -1, 5, 7, -3, -5
27: Cn1cc(CN(Cc2ccccn2)C[C@@H]2CCC(=O)N2)c(-c2ccccc2F)n1
→ 3, -4, -0.2, -3, 6, 4, -3, 10, -6, 3
28: Cc1ccc(NC(=O)CCS(=O)(=O)c2ccc3nc(C)sc3c2)cc1
→ 2, 3, -0.2, 3, -2, 4, -2, -4, -1, -8
29: CCC(Sc1nccn1C)C(=O)Nc1ccc(Cl)cn1 (configuration not stated)
→ 4, -2, -2.5, 0, 9, -3, -4, 0, -2, 8
30: COc1cccc(NC(=O)CSc2nnc3cc(C)nc(N)n23)c1
→ 2, 6, -0.5, 0, 9, -1, -1, 1, 0, -1

Rewritten in markdown: part of the list above.
| item | SMILES | TCR CD3 inh | mABHD4 FP | PG9 binder | PRMT1 FP inh | TDP2 inh | NR1D1 modulator | LEDGF integ inh | SIAE inh | rCAG binder | HTRA1 inh |
| --- | --- | --- | --- | --- | --- | --- | --- | --- | --- | --- | --- |
| 10 | CC1CN(S(=O)(=O)c2ccc(F)cc2)C(C)N1C(=O)N1CCOCC1 (configuration not stated) | -5 | 1 | 0.5 | 2 | 9 | -1 | 1 | 7 | -1 | 0 |
| 11 | Cc1ccc2ncnc(NCCC(=O)O)c2c1 | 4 | 7 | -0.3 | 0 | -4 | -1 | 3 | 1 | -1 | -2 |
| 12 | Cc1cc(C)cc(OCC(=O)OCc2cc([N+](=O)[O-])cc3c2OCOC3)c1 | -6 | -5 | -0.2 | 8 | -6 | -4 | -1 | -5 | 8 | -5 |
| 13 | CCCCSC1(SCCCC)N=C(N)C2(C#N)C(c3ccccc3)NC(C)=CC12C#N (configuration not stated) | 6 | -2 | -1.4 | 2 | 8 | 3 | -1 | -2 | -1 | 4 |
| 14 | CCc1ccc2cc(C)cnc2n1 | 5 | -1 | 1.5 | -3 | -7 | -4 | 3 | -5 | 2 | . |
| 15 | Cn1c(=O)c2[nH]c(CCCCCc3nc4ccccc4[nH]3)nc2n(C)c1=O | 4 | 3 | -0.2 | 2 | 3 | -3 | -3 | 2 | 0 | . |

Given with each value named: 2 of the compounds above
[7] O=C1c2cccc([N+](=O)[O-])c2C(=O)N1c1cccnc1
  TCR CD3 inh: 0
  mABHD4 FP: 2
  PG9 binder: -2.8
  PRMT1 FP inh: 0
  TDP2 inh: 11
  NR1D1 modulator: 4
  LEDGF integ inh: -1
  SIAE inh: 10
  rCAG binder: -1
  HTRA1 inh: -2

[8] COc1ccccc1N1CCN(C2CCCC(C)C2)CC1 (configuration not stated)
  TCR CD3 inh: -3
  mABHD4 FP: -1
  PG9 binder: 0.6
  PRMT1 FP inh: 0
  TDP2 inh: 3
  NR1D1 modulator: -7
  LEDGF integ inh: -1
  SIAE inh: 6
  rCAG binder: -1
  HTRA1 inh: 5

The listing picks up, repeating the 2 entries before the break.
Order of results: TCR CD3 inh, mABHD4 FP, PG9 binder, PRMT1 FP inh, TDP2 inh, NR1D1 modulator, LEDGF integ inh, SIAE inh, rCAG binder, HTRA1 inh
29: CCC(Sc1nccn1C)C(=O)Nc1ccc(Cl)cn1 (configuration not stated)
→ 4, -2, -2.5, 0, 9, -3, -4, 0, -2, 8
30: COc1cccc(NC(=O)CSc2nnc3cc(C)nc(N)n23)c1
→ 2, 6, -0.5, 0, 9, -1, -1, 1, 0, -1
31: CN(C(=O)CC1C(=O)NCCN1Cc1ccc(F)c(F)c1)C1CCOCC1 (configuration not stated)
→ 5, -1, -0.4, -1, 6, 20, 1, 4, 2, -1
32: O=C(NN=C1CCN(Cc2ccccc2)CC1)c1cc(Br)ccc1O
→ 13, 9, -0.5, 0, -8, -1, 1, 11, 11, 40*
33: Cc1ccccc1/C(N)=N/OC(=O)c1cccs1
→ 1, -6, 0.9, -3, 1, 1, -1, -16, -3, -4
34: O=C(CSc1ccc(F)cc1)NCCc1ccc(Cl)cc1
→ 1, -2, -0.6, 3, 12, 2, -1, -6, -3, -12
35: CCOc1ccc(NC(=S)NC(=O)/C=C/c2ccc(OC)c(OC)c2)c([N+](=O)[O-])c1
→ -2, -11, 0.3, 0, -2, -12, 0, -5, 5, 5
36: CCOC(=O)C1CCN(C2=NC(=O)/C(=C/c3ccc(OC)c(OC)c3)S2)CC1
→ -2, -1, -3.3, -1, -25, -2, 4, -1, 0, 2
37: S=C(CN1CCCC1=S)NCCc1ccccc1
→ 3, 3, 0.1, -3, -8, 0, 1, 2, -1, 5
38: CN(CC(=O)Nc1cccc(F)c1)C(=O)c1ccccc1CCc1ccccc1
→ 2, 36*, -0.2, -2, -5, -1, 1, 4, 0, -37
39: CSC1=NCCN1C(=O)c1c(F)cccc1F
→ -4, -2, 1.3, 0, 8, -3, -1, 0, -1, -2
40: CCOc1cccc(SCc2noc(C(=O)NC(C)C)c2C(=O)O)c1
→ -1, -2, -0.1, -3, 23, -1, 1, 9, 10, .
41: NC(=S)N=Nc1c(O)cc(O)c2[nH]c(=O)ccc12
→ 30*, 34*, -7.1, 70*, 52*, -18, 30*, 12, 28, 61*
42: CN1CCN(Cc2nc3c(c(=O)[nH]c(=O)n3C)n2CCc2ccccc2)CC1
→ 6, 1, -2.0, -4, 5, -4, 3, -1, 2, 3
43: NC(=O)c1ccccc1N=Cc1ccc2ccccc2c1
→ -6, 5, -2.1, 1, -4, 2, -4, 3, 3, -1
44: CCCCc1ccc(/C(C)=N/NC(=O)C2CCCC2)cc1
→ -4, 2, 0.0, 2, -5, 0, -6, 3, -3, 5
45: O=C(COC(=O)CNC(=O)c1ccccc1)NC1CCCC1
→ -3, 1, 0.0, -2, -6, -4, 4, 5, 2, -3
46: COc1cccc(C(O)c2nc(-c3ccc(F)cc3OC)cs2)c1 (configuration not stated)
→ 4, -36, -0.9, -3, -14, -1, 6, -12, 3, .
47: O=C(c1ccco1)n1nc(-c2ccc(Cl)cc2)nc1NCc1ccco1
→ -8, 1, 0.1, 5, 1, -1, -2, -3, -1, 0
48: O=C1OCCN1/N=C/c1ccc([N+](=O)[O-])o1
→ 6, 3, -3.4, 4, 1, -2&2, 4, 1, 4, 2
49: CCn1cc(C(=O)Nc2ccc(NC(=O)c3ccco3)cc2)c(=O)c2ccc(C)nc21
→ 7, 0, -0.5, 0, 3, -16, 2, -5, 1, 1
50: Cn1c(SCc2ccccc2)nc(N)c(N=O)c1=O
→ -8, 11, -18, 5, 0, -1, 0, -2, 0, .
51: COc1ccc(C)cc1NC(=O)C(=O)N/N=C(\C)CC(=O)Nc1cccnc1
→ -10, 1, -2.2, 1, -19, -5, 7, -5, 5, 1
52: CC(=O)Nc1cccc(-c2cn3ccccc3n2)c1
→ -7, -9, 1.6, -2, -6, 3, -2, 7, -1, -1
53: CC1CCC2(CC1)NC(=O)N(CC(=O)NCc1ccco1)C2=O (configuration not stated)
→ 1, 6, 0.3, 0, -1, 0, 1, 2, 3, -3
54: COc1ccc(OCCC(=O)Nc2nccs2)cc1
→ 5, -7, -2.2, -1, -19, 2, 6, -9, 5, -4
55: NS(=O)(=O)c1cc(C(=O)OC2CCOC2=O)ccc1Cl (configuration not stated)
→ 5, 11, -3.4, -2, -2, -2, 1, -5, 1, 2
